# Nrf2 block: Nrf2 qHTS screen for inhibitors; A549 ARE-Fluc reporter, luciferase luminescence, 18-24 h; Potency, µM (top dose mostly 46 µM), inactives show at the highest dose activity change, negative = inhibition, hits mostly inhibitors; 360,000 tested, 2.1% active; also: potency is read from the fitted curve at half-maximal effect; % is scaled to controls: 0 for no effect and ±100 for the full control effect; nearly all actives have a fitted effect of over 60% in size
#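 Nrf2 function is reported as luminescence of an ARE-controlled luciferase in A549 cells. Compounds were tested at several concentrations, and a CellTiter-Fluor read on the same wells flagged cytotoxicity.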
# MmCpn inh: Inhibitors of TCP-1 ring complex (TRiC) of Methanococcus maripaludis (MmCpn): qHTS. purified Mm-Cpn ATPase, ADP Transcreener TR-FRET. Potency, µM (titrated, usually from 76.9 µM), without a hit: at the highest dose activity, negative = inhibition, most hits filed as inhibitors. 330,000 tested, 0.031% active; also: potency is read from the fitted curve at half-maximal effect; % is scaled to controls: 0 for no effect and ±100 for the full control effect; nearly all actives have a fitted effect of over 80% in size
#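 Quantitative HTS used 25 nM Mm-CPN and 10 uM ATP in magnesium/KCl Tris buffer, pH 7.4, with 1 mM DTT. Hydrolysis ran 30 min at 37°C; ADP was read by HTRF.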
# A549 tox: Nrf2 qHTS screen for inhibitors: counterscreen for cytotoxicity. Potency, µM (titrated, usually from 46 µM), without a hit: at the top dose activity change, negative = cytotoxicity, most hits filed as inhibitors. A549 ARE-Fluc cells, CellTiter-Fluor viability, 18-24 h. 390,000 tested, 0.16% active; also: potency is read from the fitted curve at half-maximal effect; % is scaled to controls: 0 for no effect and ±100 for the full control effect
#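 Cytotoxicity counterscreen: CellTiter-Fluor fluorescence was measured in A549 ARE_Fluc cells after 18-24 h of compound exposure in a concentration series. The subsequent BugLite luminescent read reports ARE-luciferase activity.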
# Nrf2 activator: qHTS of Nrf2 Activators. AREc32 ARE-luciferase reporter (MCF7-derived line), luminescence, 24 h. Potency, µM (highest dose often 46.1 µM), without a hit: at the highest dose activation, usual class: activators. 410,000 tested, 0.31% active; also: potency is read from the fitted curve at half-maximal effect; % of control where 0% means no effect; nearly all actives have a fitted effect of over 65% in size
#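 For detection, Steady-Glo was added and plates sat 30 min at RT; before that, AREc32_Fluc cells grown overnight in OPTI-MEM/5% FBS had been treated with 23 nL compound for 24 hr at 37 deg C.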
# HepG2 viability: qHTS for Inhibitors of TGF-b: Cytotox Counterscreen; HepG2 CAGA-GFP viability, ATP luminescence, 18 h; Potency, µM (titrated, usually from 46.1 µM), inactives show top-dose activity change, negative = cytotoxicity, hits mostly cytotoxic; 410,000 tested, 0.76% active; AID 588856, 2011; also: potency is read from the fitted curve at half-maximal effect; some results filed as inactive show a strong effect at the top dose
#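 HepG2 CAGA-GFP cells (1000/well, DMEM with 1% FBS) received compound, then TGF-beta at 500 pg/mL final, and were incubated 18 hours at 37 degrees C. Viability was read by CellTiter-Glo luminescence. Media-only wells were set as complete cell-killing and DMSO as no toxicity.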
# Abeta yeast res: qHTS for compounds that reverse cellular toxicity of Amyloid beta (A-beta) peptide in yeast: Primary Screen; yeast expressing A-beta42, growth rescue, OD600, 48 h; response scale: 0% DMSO, 100% iron-clioquinol control; AID 1347071, 2019; Potency, µM (series often up to 46.1 µM), for inactives: at the top dose growth rescue, most hits filed as activators; 410,000 tested, 0.063% active; also: potency is read from the fitted curve at half-maximal effect; nearly all actives have a fitted effect of over 55% in size
#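 Yeast growth medium received pinned compounds, then yeast cells expressing toxic A-beta were added; plates incubated at 30 C for 48 hr. Growth read as absorbance at 600 nm, normalized to DMSO and equimolar FeCl3 plus clioquinol controls.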
# CCT chaperon mod: High-Throughput Screening for Modulators of Cytosolic Chaperonin Activity; AID 651819, 2012; activity change, % (no concentration beside the values), hits read low; 360,000 tested, 0.3% active; purified chaperonin ATPase assay, HTRF ADP detection, 30 min; in the data active = activity change below about -30%; also: % is scaled to controls: 0 for no effect and ±100 for the full control effect
#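 First, chaperonin was dispensed at 40 nM or 20 nM final depending on batch activity. Next, compounds were pinned at 76 uM and ATP added at 10 uM. After 30 min at 37 °C, ADP detection reagents ran 30 min at ambient temperature.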
# TGFb SMAD3 inh: qHTS for Inhibitors of TGF-b. HepG2 CAGA-GFP TGF-b/SMAD3 reporter, GFP fluorescence, 18 h; TGF-beta stimulated, 500 pg/mL final. 410,000 tested, 1.2% active. AID 588855, 2011. Potency, µM (titrated, usually from 46.1 µM), inactives show top-dose activity, negative = inhibition, most hits filed as inhibitors; also: potency is read from the fitted curve at half-maximal effect; % is scaled to controls: 0 for no effect and ±100 for the full control effect; nearly all actives have a fitted effect of over 65% in size
#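 First, reporter cells (HEPG2 CAGA-GFP) rested 2 h at 37 degrees C. Next, compounds were pinned in and TGF-beta added to 500 pg/mL final. After 18 h, GFP was imaged per cell and summed per well.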
# pAkt inh: HTS Assay for Inhibitors of Akt Phophorylation: Primary Screen; 360,000 tested, 0.32% active; Neuro2A IGF-stimulated pAkt S473 HTRF, 20 min; hits give low values; AID 651550, 2012; activity change, % for hits at 50 µM; in the data active = activity change below about -80%; inconclusive = mostly about -51% to -80%; also: % is scaled to controls: 0 for no effect and ±100 for the full control effect
#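 Single-point screen (50 µM final compound) in Neuro2A cells stimulated 20 min with 6 nM IGF at 37 deg C. After lysis, Ser473-phosphorylated Akt read by HTRF (ex 330 nm, em 615/665 nm) as the 665/615 ratio.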
# * hit, by the source's call; i = inactive; u = inconclusive; x = no result given; & = joins results of further samples; ! = a repeat was not active; [ ] = remark or other dose. Unless noted, calls follow the shape of the dose curve; as a rule, active = well fitted curve in the direction sought with a large enough effect; inconclusive = small, poorly fitted or top-dose-only effect, or another doubt; inactive = no such curve, though single readings can be large; an effect the other way counts as inactive or inconclusive.
canonical_smiles	CCT chaperon mod	Nrf2 block	MmCpn inh	Abeta yeast res	A549 tox	TGFb SMAD3 inh	Nrf2 activator	HepG2 viability	pAkt inh
CCCOC(=O)C1C2C=CC3(CN(c4ccc(Cl)c(F)c4)C(=O)C13)O2 (centres undefined)	0.6	-17.5%	-1.1%	14.2%	-1.9%	8.4%	-0.6%	-0.4%	i
O=C(O)c1n[nH]c2c1CC(C1CCCCC1)CC2 (centres undefined)	-0.1	8.9%	0.7%	-11.6%	-0.1%	9.2%	-0.6%	-2.9%	i
CCN1CCCC1Cn1cnc2c([nH]c3ccc(C)cc32)c1=O (centres undefined)	-5.4	-4.5%	1.1%	11.1%	-4.9%	12.8%	0.6%	12.0%	i
O=C(NCc1ccco1)C(=O)c1cn(CC(=O)N2CCCCC2)c2ccccc12	-0.4	7.1%	-5.0%	22.5%	2.6%	-9.0%	4.8%	5.4%	i
Nn1c(SC/C=C/c2ccccc2)nnc1-c1ccco1	1.2	-1.7%	x	-9.8%	1.9%	u	0.1%	12.6%	i
COc1ccc(-n2c(-c3ccccc3)cc3c2CCCC3=O)cc1	1.1	-29.9%	-2.6%	-0.1%	3.6%	6.7%	5.8%	-35.6%	i
Cn1c(=O)c2ncn(CC(=O)NCCOc3ccc(C(C)(C)C)cc3)c2n(C)c1=O	-3.9	-15.3%	2.8%	-3.7%	0.9%	-3.1%	-0.5%	7.2%	i
O=C(c1cc(S(=O)(=O)N2CCN(c3ccccc3)CC2)ccc1Cl)N1CCCC(C(F)(F)F)C1 (centres undefined)	-2.8	4.61µM*	0.9%	-47.1%[inhibitor]	-14.5%	-24.9%	-0.2%	-11.7%	i
COCC(C)NS(=O)(=O)c1ccc(OC)cc1 (centres undefined)	-2.5	1.7%	-1.6%	2.0%	x	-17.8%	-0.6%	-14.0%	i
CCN(CC)S(=O)(=O)c1cccc(-c2nnc(SCC(N)=O)n2C)c1	-1.2	-21.5%	-0.8%	-5.5%	4.2%	-10.3%	-0.6%	-0.2%	i
Cc1c(-c2nc(N)nc(Nc3ccccc3F)n2)oc2ccccc12	-1.2	u	-10.1%	3.6%	x	-7.6%	4.3%	-35.3%	i
Cc1oc(-c2ccccc2)cc1C(=O)Nc1cccc(/C=C/C(=O)O)c1	-3.9	23.1µM*	-13.3%	4.0%	-25.3%	22.4%	2.2%	0.7%	i

canonical_smiles	CCT chaperon mod	Nrf2 block	MmCpn inh	Abeta yeast res	A549 tox	TGFb SMAD3 inh	Nrf2 activator	HepG2 viability	pAkt inh
CCCCN(C(=O)c1[nH]c(C)c(C(C)=O)c1C)c1c(N)n(CCCC)c(=O)[nH]c1=O	-0.4	7.9%	-0.3%	1.2%	-1.0%	-5.8%	0.0%	-2.1%	i
CCOc1ccc(CNC(=O)c2ccc3c(c2)nc2n3CCOC2)cc1	x	x	x	-0.9%	-6.1%	-1.3%	3.8%	4.9%	x
O=C(CN1CCN(c2ccc(F)cc2)CC1)N1CCOCC1	-1.2	-2.5%	0.1%	12.3%	-4.0%	16.6%	-0.4%	2.7%	i
S=c1[nH]nc(C2(c3ccccc3)CCCC2)o1	0.2	1.0%	0.5%	6.4%	1.5%	9.6%	-1.0%	7.1%	i
COc1ccc(-c2oc3ncn4nc(-c5ccccc5OC)nc4c3c2-c2ccc(OC)cc2)cc1	x	4.5%	x	-16.5%	1.6%	9.7%	0.0%	14.9%	x
Cc1ccc(NC(=O)c2cc(-c3cc(F)ccc3OCC3CCCO3)n[nH]2)cc1NS(C)(=O)=O (centres undefined)	-1.0	x	x	-9.9%	x	-0.3%	-0.5%	-30.7%	i
CCOc1cccc2cc(-c3nc(-c4ccccc4C)no3)c(=O)oc12	x	u	x	4.8%	4.3%	1.1%	-0.1%	-0.4%	x
COc1cc(NC(=O)C/C(C)=N/NC(=O)C(OC)c2ccccc2)c(OC)cc1Cl (centres undefined)	0.9	-2.3%	-0.5%	-2.2%	8.8%	1.0%	4.5%	0.0%	i
CSc1ccc(Cl)c(C(=O)OCC(=O)NCc2ccco2)c1	-3.8	8.9%	-2.6%	-7.7%	-3.2%	0.0%	4.5%	-14.8%	i
COc1cc(OC)c(C2=NOC(C(=O)N3CCCc4ccccc43)C2)cc1Cl (centres undefined)	0.2	u	2.1%	-2.3%	-3.4%	11.3%	-0.6%	1.0%	i
CC1=C(C(=O)OC2CCCCCC2)C(c2ccc(C)o2)C2=C(CCCC2=O)N1 (centres undefined)	-4.4	u	-0.4%	-7.1%	u	-11.9%	-0.3%	-35.0%	i
CCCOc1ccccc1/C=N/Nc1ccnc(=O)[nH]1	-7.7	-5.3%	1.4%	-20.3%	1.3%	6.4%	-0.8%	-26.3%	i

# 3 compounds already listed, sorted by number of heavy atoms, falling:
canonical_smiles	CCT chaperon mod	Nrf2 block	MmCpn inh	Abeta yeast res	A549 tox	TGFb SMAD3 inh	Nrf2 activator	HepG2 viability	pAkt inh
CCCCN(C(=O)c1[nH]c(C)c(C(C)=O)c1C)c1c(N)n(CCCC)c(=O)[nH]c1=O	-0.4	7.9%	-0.3%	1.2%	-1.0%	-5.8%	0.0%	-2.1%	i
COc1cc(OC)c(C2=NOC(C(=O)N3CCCc4ccccc43)C2)cc1Cl (centres undefined)	0.2	u	2.1%	-2.3%	-3.4%	11.3%	-0.6%	1.0%	i
CSc1ccc(Cl)c(C(=O)OCC(=O)NCc2ccco2)c1	-3.8	8.9%	-2.6%	-7.7%	-3.2%	0.0%	4.5%	-14.8%	i

# (list continues)
canonical_smiles	CCT chaperon mod	Nrf2 block	MmCpn inh	Abeta yeast res	A549 tox	TGFb SMAD3 inh	Nrf2 activator	HepG2 viability	pAkt inh
O=S(=O)(Nc1ccc(-c2ccc(N3CCCCCC3)nn2)cc1)c1ccc(C(F)(F)F)cc1	x	x	x	-2.1%	-18.6%	-28.2%	-0.2%	-12.3%	x
O=C(c1ccccc1NS(=O)(=O)c1ccccc1[N+](=O)[O-])N1CCCC1	-3.4	-8.4%	-2.6%	10.0%	-0.2%	21.9%	-0.4%	0.0%	i
CC1=C(C(=O)N2CCCCCC2)CC(CC(=O)NCCCCc2ccccc2)C(=O)N1CCC1=CCCCC1 (centres undefined)	-1.5	x	x	-4.0%	x	x	-0.9%	x	i
O=C(CSCc1c(Cl)cccc1Cl)NCC1CCCO1 (centres undefined)	2.0	-11.0%	0.1%	19.1%	-1.5%	2.7%	-0.1%	-12.5%	i
CC1(C)C2CCC(C2)C1(C)NC(=O)CNCc1cccs1 (centres undefined)	0.8	u	-0.4%	-8.7%	7.0%	-0.6%	5.4%	-3.9%	i
Cc1ccc(Cl)c(Nc2ccccc2C(=O)O)c1Cl	1.2&0.6	-9.5%&-1.2%	-4.6%[15.4 µM]	-2.2%&-6.9%	-5.5%&-3.9%	-21.1%&16.8%	0.3%&-1.0%	4.7%&-1.0%	i
COc1ccccc1CNC(=O)c1ccc(N2CCCC2)c(NC(=O)NCCC(C)C)c1	x	x	x	-18.0%	9.7%	-2.6%	-0.7%	1.9%	x
CCN1CCN(Cc2ccc(NC(=O)c3cc(NC(=O)c4cnnc5ccccc45)cc(OC)c3)cc2C(F)(F)F)CC1	-2.0&-2.4	-16.7%	1.6%	-6.6%&-14.2%	-6.8%	u	-5.6%&3.9%	17.8µM*!	i
O=C(CCCN1C(=O)/C(=C/c2cccs2)SC1=S)Nc1ccccc1O	-2.7	1.8%	1.2%	-7.7%	-9.9%	-1.1%	17.9%	-6.7%	i
Cc1ccc(NC(=O)C2CCCN2S(=O)(=O)c2cccc3nsnc23)c(C)c1 (centres undefined)	x	-5.2%	x	-3.1%	-12.4%	-24.4%	-0.5%	-1.0%	x
COc1cc(/C=C(\C#N)c2ccccn2)ccc1OCc1ccc(Cl)cc1	-0.9	-13.4%	-0.4%	7.1%	-2.1%	8.5%	0.6%	0.8%	i
CCOCCCNC(=O)Cn1cc2c(n1)CCCC2	1.1	10.1%	-0.4%	6.5%	4.3%	-9.3%	-1.0%	4.4%	i

# The final 2 records of the part before come first, to join the parts.
canonical_smiles	CCT chaperon mod	Nrf2 block	MmCpn inh	Abeta yeast res	A549 tox	TGFb SMAD3 inh	Nrf2 activator	HepG2 viability	pAkt inh
COc1cc(/C=C(\C#N)c2ccccn2)ccc1OCc1ccc(Cl)cc1	-0.9	-13.4%	-0.4%	7.1%	-2.1%	8.5%	0.6%	0.8%	i
CCOCCCNC(=O)Cn1cc2c(n1)CCCC2	1.1	10.1%	-0.4%	6.5%	4.3%	-9.3%	-1.0%	4.4%	i
CCN(CC)c1ccc(NC(=O)C2=CC=CN3CCS(=O)(=O)N=C23)cc1	-1.6	5.4%	-8.8%	-21.2%	13.0%	16.5%	2.2%	-16.7%	i
CCCCNC(=O)C(CC)(ONc1ccccc1C(F)(F)F)c1ccccc1 (centres undefined)	-1.4	-5.8%	-0.2%	-0.5%	8.1%	u	u	-20.5%	i
Cc1cccc2nc(C(=O)Nc3cc(Cl)ccc3-n3cncn3)cn12	-0.2	19.5%	0.6%	-24.7%	17.9%	13.7%	17.9%	-43.2%	i
Cc1ccc(F)c(S(=O)(=O)NC(=O)C2(C)CCN2C(=O)C2(c3ccc(Cl)cc3)CCC2)c1 (centres undefined)	-1.9	x	x	4.1%	x	u	-1.3%	-51.7%	i
COc1ccccc1-n1cc(CN2CCN(C3CCCC3)C(CCO)C2)cn1 (centres undefined)	-0.5	5.0%	2.3%	0.2%	-0.2%	-10.4%	-0.4%	-6.9%	i
